From PubChem
beta cell repl: inducers of MIN6 beta-cell proliferation, primary screen, ATP luminescence, uHTS | MIN6 cells proliferation, ATPlite luminescence, 48 h; cells starved in 0.2% serum; 100% = growth in 10% serum | proliferation, % at 10 µM | 330,000 tested, 0.29% active;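 active = compounds whose signal lies at least 3.5 SD above the mean of all wells on their plate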;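 note: 0% = DMSO-treated cells in low-serum medium and 100% = 10% serum control; some compounds called inactive have numbers as strong as hits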
SENP8 block-1: SENP8 protease inhibitors, primary screen, biochemical, luminescence; AID 2540, 2010; purified SENP8, Z-RLRGG-aminoluciferin cleavage; 330,000 tested, 1.2% active; Sentrin-specific protease 8 (Homo sapiens), Q96LD8; inhibition, % at 10 µM; in the data active = inhibition above about 50%
Target sequence (Q96LD8 whole entry, looked up): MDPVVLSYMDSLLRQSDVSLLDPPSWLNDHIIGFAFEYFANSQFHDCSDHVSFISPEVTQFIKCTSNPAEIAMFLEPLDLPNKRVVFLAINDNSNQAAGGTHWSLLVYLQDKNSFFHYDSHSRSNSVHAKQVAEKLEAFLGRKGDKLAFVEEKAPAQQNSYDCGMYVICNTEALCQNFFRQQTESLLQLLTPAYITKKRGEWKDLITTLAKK
PfG6PD inh: PfG6PD enzyme inhibitors, primary screen, biochemical, fluorescence intensity, uHTS; 350,000 tested, 0.78% active; inhibition, % at 20 µM; PfGluPho enzyme, NADPH resazurin-diaphorase fluorescence;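 active = inhibition reaching at least a set limit at 20 µM in the primary screen, cut at about 59% in these data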;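 note: 0% = DMSO wells with substrate and 100% = DMSO wells lacking glucose-6-phosphate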
SENP8 block-2: human SENP8 protease inhibitors, primary screen, biochemical, fluorescence, Nedd8 protein substrate, uHTS. Sentrin-specific protease 8 (Homo sapiens), Q96LD8. recombinant SENP8. inhibition, % at 20 µM. 360,000 tested, 0.64% active. AID 602440, 2012; in the data active = inhibition mostly above about 40%, no sharp cut-off; inactive = mostly below about 27%
SENP6 block: SENP6 protease inhibitors, primary screen, biochemical, luminescence, uHTS. Sentrin-specific protease 6 (Homo sapiens), Q9GZR1. Recombinant SENP6 catalytic domain, aminoluciferin luminescence. inhibition, % at 10 µM. 330,000 tested, 1.8% active;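 active = inhibition above about 50% at the single tested dose, limit read from the data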;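 note: plate controls were DMSO wells with enzyme for no effect and DMSO wells lacking enzyme for full effect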
SENP1 FRET inh: human SENP1 catalytic domain inhibitors, primary screen, biochemical, FRET, uHTS; Sentrin-specific protease 1 (Homo sapiens), Q9P0U3; recombinant SENP1 catalytic domain, CyPet-SUMO1-YPet FRET cleavage; inhibition, % at 10 µM; 360,000 tested, 0.21% active;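 active = inhibition at least 30% at 10 µM, raw YFP signal under a set limit, fluorescence ratio 0.5 to 1.5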;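 note: 0% = enzyme with DMSO and 100% = no enzyme wells; some results filed as inactive read as strong as hits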
Target sequence (Q9P0U3 419-644 limits assumed): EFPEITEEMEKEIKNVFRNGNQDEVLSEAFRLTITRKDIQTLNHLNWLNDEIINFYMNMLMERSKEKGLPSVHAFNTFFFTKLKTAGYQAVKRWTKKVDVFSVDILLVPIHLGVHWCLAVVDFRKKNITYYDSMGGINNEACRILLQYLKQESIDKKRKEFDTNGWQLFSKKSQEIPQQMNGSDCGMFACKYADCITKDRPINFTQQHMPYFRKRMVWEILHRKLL
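Compound: 10 µM single point, 0.5% DMSO; Test system: hSENP1 catalytic domain, recombinant; Timing: 50 min reaction at room temperature; Technique: FRET, CFP and YFP emission; Control set: no-enzyme wells low, DMSO-plus-enzyme wells high control.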
UBC13 inh: UBC13 polyubiquitin chain formation inhibitors, primary screen, biochemical, TR-FRET, uHTS; 330,000 tested, 0.47% active; inhibition, % at 20 µM; in the data active = inhibition above about 45%, passing the limit was not always enough
Target sequence (P61088 whole entry, looked up): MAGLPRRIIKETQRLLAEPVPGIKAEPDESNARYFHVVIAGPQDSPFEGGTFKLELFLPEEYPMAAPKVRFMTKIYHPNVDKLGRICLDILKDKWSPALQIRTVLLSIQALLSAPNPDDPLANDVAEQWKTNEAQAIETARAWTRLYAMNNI
HKDC1 inh: HKDC1 hexokinase inhibitors, primary screen, biochemical, fluorescence, uHTS | recombinant HKDC1, G6PDH/diaphorase resazurin coupled fluorescence | 340,000 tested, 0.16% active | inhibition, % at 20 µM | AID 493160, 2011 | Q2TB90;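 active = inhibition above about 35% when tested at 20 µM, limit read from the data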;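 note: plate controls were DMSO wells with enzyme for no effect and DMSO wells lacking enzyme for full effect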
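test system = in-house recombinant HK5 (HKDC1) enzyme | amount = HKDC1 at 5 µg/mL | control set = DMSO-enzyme wells negative, buffer-substituted wells positive | compound = one dose of 20 µM, 1% DMSO | schedule = reaction time 90 min, room temperature, protected from light | technique = resorufin fluorescence at 613 nm | reagent = glucose with 1 mM ATP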
SENP7 block: SENP7 protease inhibitors, primary screen, biochemical, luminescence, uHTS | recombinant SENP7, Z-RLRGG-aminoluciferin luminescence, 40 min | inhibition, % at 5 µM | 330,000 tested, 1.5% active;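 active = inhibition above about 50% at the single test dose, limit read from the data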;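 note: plate controls were DMSO with enzyme for no effect and no enzyme buffer wells for full effect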
Target sequence (Q9BQF6 706-1050 limits assumed): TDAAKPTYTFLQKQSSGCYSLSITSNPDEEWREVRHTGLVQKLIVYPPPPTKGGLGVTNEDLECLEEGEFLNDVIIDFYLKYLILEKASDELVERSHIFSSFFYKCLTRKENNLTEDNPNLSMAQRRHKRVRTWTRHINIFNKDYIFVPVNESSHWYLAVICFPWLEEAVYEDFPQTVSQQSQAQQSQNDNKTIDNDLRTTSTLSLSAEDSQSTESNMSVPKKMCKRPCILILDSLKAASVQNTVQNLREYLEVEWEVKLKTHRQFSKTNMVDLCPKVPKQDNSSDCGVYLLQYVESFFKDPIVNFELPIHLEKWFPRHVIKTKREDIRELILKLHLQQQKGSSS
Active calls of the source: *; i = inactive; / = not tested or not shown.

SMILES	beta cell repl	SENP8 block-1	PfG6PD inh	SENP8 block-2	SENP6 block	SENP1 FRET inh	UBC13 inh	HKDC1 inh	SENP7 block
C#CCOCCOCCOCCNc1nc(N2CCN(C(=O)[C@H]([C@@H](C)O)n3cc(CCCCN)nn3)CC2)nc(N2CCN(C(=O)[C@H]([C@@H](C)CC)n3cc(CCCCN)nn3)CC2)n1	-5.1	-12.6	14.8	22.1	-1.2	0.9	1.3	8.7	15.8
Cc1ccc(C2(C)NC(=O)N(CC(=O)Nc3ccc4c(c3)CCC4)C2=O)cc1 (stereo not given)	-3.1	-8.8	16.6	18.7	-14.0	-0.4	-6.3	-1.4	-6.5
COc1ccccc1CNC(=O)C1CC2Cn3c(nc4ccccc43)C2N1C (stereo not given)	-3.4	1.4	-4.4	11.8	-6.4	-1.9	-7.4	-5.2	-6.6
OC(COc1cccc2ccccc12)CN1CCN(c2ccccc2)CC1 (stereo not given)	-3.3	-3.5	6.4	22.9	4.5	1.7	6.2	-0.6	6.8
CC(=O)N1CCN(CC(=O)Nc2c(Cl)cccc2Cl)CC1	-0.6	-2.9	-3.6	11.5	-1.0	0.5	-0.6	-8.2	1.5
CC1(C)CC(=O)c2cc(O)ccc2O1	-1.3	3.6	2.6	-63.2	6.7	0.7	-11.7	-2.5	0.3
COc1ccc(C(=O)Nc2ccc(OC)c([N+](=O)[O-])c2)cc1Br	0.0	1.3	8.0	16.3	-1.0	1.4	7.1	-3.6	3.5
Cc1cc(=O)oc(C)c1C(=O)NCCCN1CCN(c2ccc(F)cc2)CC1	-3.1	-3.4	-20.5	9.0	-3.9	-1.1	5.8	2.4	2.3
CC(=O)c1c(C)oc2ccc(NS(=O)(=O)c3ccc(C)cc3)cc12	-0.9	-11.7	6.9	8.6	-3.2	0.5	-4.6	-7.2	-3.6
COc1ccc2c(=O)c3c(=O)n(CCc4ccccc4)c(C(C)C)nc3oc2c1	-0.9	-6.7	-0.3	1.2	-3.5	-6.7	37.5	1.2	11.0
Cn1c2ccccc2c(=O)c2c(=O)n(Cc3ccco3)c(-c3ccc(Cl)cc3Cl)nc21	-2.1	1.0	/	/	-24.7	/	12.2	/	-0.3
CCOc1ccc(NC(=O)c2cc3cc4ccc(C)cc4nc3o2)cc1	-0.5	1.6	/	/	-2.8	/	-1.8	/	6.6
COc1c(C)cccc1C(=O)Nc1cc(Cl)ccc1N1CCOCC1	-2.3	-4.4	10.8	4.6	-6.0	2.3	9.3	3.1	1.5
CC(C)(C)C(=O)Nc1ccccc1N1CCN(c2ccc(F)cc2)CC1	0.2	0.2	8.6	6.7	2.0	2.6	-3.5	8.3	-5.2
Cc1csc(NC(=O)Cc2c[nH]c3ccccc23)n1	-3.2	-5.7	20.3	14.2	-2.7	-6.7	-5.4	-0.7	-2.2
CC(=O)NC(=S)Nc1cccc2ccc(C)nc12	0.9	-9.5	15.3	23.6	-13.1	-0.4	-2.7	-5.2	-8.9
Cn1nnc(NC(=O)COc2ccc(C3CCCCC3)cc2)n1	-1.4	0.1	-6.0	8.6	-10.6	2.4	4.7	3.9	3.5
COc1ccc(Oc2coc3c(CN(C)C)c(O)ccc3c2=O)cc1	0.0	-1.4	3.5	i	-7.4	-4.3	0.7	4.9	1.0
COC(=O)COc1cc(OCC(=O)OC)c2c(-c3ccccc3)cc(=O)oc2c1	-1.8	9.6	9.6	-1.2	-41.9	0.3	2.2	-4.5	-4.1
CCn1nc(C)c(CNC(=O)Nc2ccccc2C(=O)OC)c1C	-3.4	-10.0	15.1	-170.5	-2.9	1.6	1.0	-5.6	-3.2
COC(=O)c1cccc(C(=O)N2CCC(CO)(Cc3ccccc3Cl)CC2)c1	-1.1	-8.8	1.3	11.8	-12.4	0.7	-11.1	-2.5	-0.8
CCCCC1(COC(=O)CCC(=O)O)C(=O)N(c2ccccc2)N(c2ccccc2)C1=O	4.9	6.6	-10.8	2.7	17.2	1.2	-8.2	-5.2	5.9
COc1ccc(/C=C2\N=C(c3ccccc3Cl)NC2=O)cc1	/	/	5.6	-37.6	/	-128.9	/	-3.9	/
CC(C)CNC(=O)C1(N2C(=O)c3ccccc3C2=O)CCCC1	/	/	-9.7	16.1	/	-0.9	/	-5.0	/
COc1ccc(CNC(=O)c2ccc(C(C)(C)C)cc2)cc1	-2.7	-5.1	10.7	15.6	1.0	1.4	14.8	-4.6	3.5

Profiles as entered above. Screens in order: beta cell repl | SENP8 block-1 | PfG6PD inh | SENP8 block-2 | SENP6 block | SENP1 FRET inh | UBC13 inh | HKDC1 inh | SENP7 block
Shown for Cc1ccc(C2(C)NC(=O)N(CC(=O)Nc3ccc4c(c3)CCC4)C2=O)cc1 (stereo not given) = -3.1 | -8.8 | 16.6 | 18.7 | -14.0 | -0.4 | -6.3 | -1.4 | -6.5
Shown for COc1ccc(/C=C2\N=C(c3ccccc3Cl)NC2=O)cc1 = / | / | 5.6 | -37.6 | / | -128.9 | / | -3.9 | /
Shown for COC(=O)COc1cc(OCC(=O)OC)c2c(-c3ccccc3)cc(=O)oc2c1 = -1.8 | 9.6 | 9.6 | -1.2 | -41.9 | 0.3 | 2.2 | -4.5 | -4.1
Shown for Cn1c2ccccc2c(=O)c2c(=O)n(Cc3ccco3)c(-c3ccc(Cl)cc3Cl)nc21 = -2.1 | 1.0 | / | / | -24.7 | / | 12.2 | / | -0.3
Shown for CC1(C)CC(=O)c2cc(O)ccc2O1 = -1.3 | 3.6 | 2.6 | -63.2 | 6.7 | 0.7 | -11.7 | -2.5 | 0.3

More entries.
SMILES	beta cell repl	SENP8 block-1	PfG6PD inh	SENP8 block-2	SENP6 block	SENP1 FRET inh	UBC13 inh	HKDC1 inh	SENP7 block
O=C(Cn1c(=O)n(Cc2ccccc2)c(=O)c2ccccc21)NCc1ccco1	-1.8	0.5	-2.3	13.0	-13.3	1.5	8.6	-1.8	-2.9
CCNC(=O)NC(=O)C(C)OC(=O)c1cc(S(=O)(=O)N2CCCCCC2)ccc1OC (stereo not given)	-1.0	-13.8	6.3	25.6	-11.4	3.3	-5.1	-3.4	-3.4
Cc1cc(=O)oc2cc(OCC(=O)N3c4ccccc4NC(=O)C3(C)C)ccc12	-0.6	10.5	0.8	-449.7	-6.0	-3.8	8.6	-3.1	6.2
Cc1c(NC(=O)C(C)Oc2ccc(Br)cc2Cl)c(=O)n(-c2ccccc2)n1C (stereo not given)	2.5	4.7	-12.8	8.1	9.1	-0.5	0.7	-6.1	-6.4
CC1CCc2c(sc3nc(C4CC4)nc(N4CCN(C(=O)c5ccco5)CC4)c23)C1 (stereo not given)	-3.0	-0.3	18.4	14.5	-20.0	0.6	3.4	0.9	-1.1
CC(C)=CCN1CCN(Cc2cccc3nccnc23)CC1CCO (stereo not given)	-0.6	-2.3	-8.8	32.8	8.8	-0.2	-13.2	2.0	10.5
S=C(NCC1CCCCC1)Nc1ccc(Oc2ccccc2)cc1	-6.2	5.7	17.3	14.5	12.9	0.3	4.9	-5.9	17.2
COC(=O)c1ccc(CO/N=C(\NC(C)=O)c2nonc2NC(C)=O)cc1	-1.2	-3.4	6.5	12.3	-4.6	0.6	-14.6	-13.2	-2.3
CC1CC(C)(C)NC(=S)N1CCC(=O)Nc1ccc2c(c1)OCCO2 (stereo not given)	2.2	-0.7	3.7	11.8	15.9	1.0	4.4	-5.5	-2.0
CCC[C@@H]1CCCO[C@@](C(=O)NCc2cc(C)n(C)n2)(C(F)(F)F)C1	-0.7	2.7	7.1	8.1	-8.7	0.3	9.3	-6.3	-8.0
Cc1ccc2c(c1)N(C(=O)CCC(=O)NCc1cccnc1)CC(C)O2 (stereo not given)	-2.5	7.7	-7.5	16.9	-2.4	3.7	-1.5	-3.7	0.5
O=[N+]([O-])C1=CC=C2C(=NC3(CCCCC3)N2O)C1=NCCc1ccccc1	1.6	9.7	-10.6	15.1	10.0	2.9	-39.8	0.0	6.6
CC(=O)N1CCN(S(=O)(=O)c2ccc(C)c([N+](=O)[O-])c2)C1C(C)C (stereo not given)	-0.6	-1.5	-4.1	7.3	-2.0	2.0	10.6	-6.0	2.8
O=C(NC1C2CCCC1CN(C1CC1)C2)c1ccc(Cl)cc1 (stereo not given)	-4.0	-1.6	-4.7	9.1	17.3	-1.0	0.3	8.3	2.8
Cc1c(CCC(=O)NCCCn2ccnc2)c(=O)oc2cc3oc4c(c3cc12)CCCC4	-4.7	-2.7	-4.2	-179.3	-11.3	-3.3	37.1	7.1	-4.3
C/C(=N\Nc1ccc(Cl)cc1)c1c(O)cc(C)oc1=O	-2.5	-2.5	25.9	-156.0	-7.0	2.0	3.8	-6.2	-3.9
COC(=O)c1cc(S(=O)(=O)Nc2cccc(S(N)(=O)=O)c2)oc1C	-1.7	2.9	-24.5	10.0	-12.7	1.1	-0.9	0.2	2.8
Cc1ccc2nsnc2c1NC(=O)CCl	-2.5	-1.8	-7.4	-27.3	-33.9	0.5	4.4	-8.8	-2.0
Cn1cccc1/C=N/N1CCN(Cc2ccc(Cl)cc2)CC1	-0.4	-4.6	7.0	8.4	-21.6	2.5	4.7	1.4	-6.8
CCCCCCCCCCCCCC(=O)NO	/	/	-38.3	2.8	/	-0.4	/	-12.3	/
COC(=O)C(C(=O)OC)N1C(=O)CCC1=O	-0.9	4.0	-9.0	1.9	8.2	0.7	-1.4	-4.0	9.1
O=C(O)c1ccc(N2CCS(=O)(=O)CC2)cc1	-4.0	-0.2	-11.7	12.8	12.1	1.9	6.6	-7.2	3.6
COc1ccc(N(CC(=O)N2CCN(Cc3ccccc3)CC2)S(=O)(=O)c2ccccc2)cc1	2.2	-5.6	-0.5	4.0	-3.9	1.3	-4.2	-3.3	-6.7
O=C(N/N=C/c1ccc2nccnc2c1)c1ccncc1	1.4	-5.5	-5.8	-14.1	7.4	2.2	-4.5	-1.9	6.3
O=C(NCCc1ccccc1)C(c1ccccc1F)N(C(=O)c1csnn1)C1CC1 (stereo not given)	0.0	2.5	-6.2	4.6	-12.4	1.8	0.7	-4.4	1.4
C#CCN(Cc1ccco1)C(=O)c1cc(COc2ccc(F)cc2Cl)on1	2.6	1.9	9.5	-3.2	6.1	-23.2	1.7	-2.2	2.6
O=C1NC(=NCc2ccccc2)S/C1=C/c1ccc(O)cc1	-1.6	-3.5	-10.0	-27.9	-0.9	-15.3	1.8	22.9	0.9
COc1cccc(N2CCN(c3c4c(nc5ncnn35)CCC4)CC2)c1	-0.8	1.4	-10.6	2.4	-3.2	0.2	3.6	11.8	-4.5
COc1ccc(/C=N/NC(=O)CN2CCCCCCC2)c(C)c1C	-0.8	2.8	-1.6	33.2	2.2	3.7	-3.8	-2.2	3.2
CCC(C)NS(=O)(=O)c1ccc(S(=O)(=O)N2CC=C(c3ccc(F)cc3)CC2)cc1 (stereo not given)	-6.4	-7.8	13.1	8.0	0.9	-2.4	-5.5	-8.4	-8.3

No enrichment for hits. Share with any hit: about 4%.
